Tb PYK inh: inhibitors of Trypanosoma brucei pyruvate kinase | Q57TT1 | Potency, µM (doses to about 76.8 µM), without a hit: at the highest dose activity, negative = inhibition, usual class: inhibitors | actives 0.12% (n = 410,000) | TbPYK enzyme, Kinase-Glo Plus ATP luminescence, 45 min | AID 624173; further: potency means the concentration at half of the fitted maximal effect; nearly all actives have a fitted effect of over 50% in size
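Screened from lowest to highest concentration, compounds were pinned into TbPYK/substrate mixtures, and ADP (130 uM final) was added. Plates sat at room temperature for 45 min prior to Kinase-Glo Plus detection by luminescence.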
HCMV antiviral: inhibitors of human cytomegalovirus. AID 1259415. HFF cells, HCMV-luciferase reporter, 72 h; hits give low values. activity change, negative = inhibition, % at 57.5 µM. actives 4.5% (n = 410,000); in the data active means activity change below about -60%; inconclusive means no clear call, values can overlap the other calls; inactive means above about -39%
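Compounds were evaluated in HFFs infected with an HCMV luciferase reporter virus (MOI 1 PFU/cell). Luciferase in lysates collected 72 h post infection served as the replication measure.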
AmpC inh detg: inhibitors of E. coli AmpC beta-lactamase with detergent; P00811; AmpC hydrolysis of nitrocefin, absorbance 480 nm, 0.01% Triton; Potency, µM (top dose mostly 114 µM), for inactives: at the top dose activity change, negative = inhibition, actives largely listed as inhibitors; actives 0.041% (n = 370,000); AID 485294;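 further: potency means the concentration at half of the fitted maximal effect; 0% = no-compound wells and -100% = no-enzyme wells; nearly all actives have a fitted effect of over 25% in size; some results filed as inactive show a strong effect at the top dose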
Target sequence (P00811 whole entry, looked up): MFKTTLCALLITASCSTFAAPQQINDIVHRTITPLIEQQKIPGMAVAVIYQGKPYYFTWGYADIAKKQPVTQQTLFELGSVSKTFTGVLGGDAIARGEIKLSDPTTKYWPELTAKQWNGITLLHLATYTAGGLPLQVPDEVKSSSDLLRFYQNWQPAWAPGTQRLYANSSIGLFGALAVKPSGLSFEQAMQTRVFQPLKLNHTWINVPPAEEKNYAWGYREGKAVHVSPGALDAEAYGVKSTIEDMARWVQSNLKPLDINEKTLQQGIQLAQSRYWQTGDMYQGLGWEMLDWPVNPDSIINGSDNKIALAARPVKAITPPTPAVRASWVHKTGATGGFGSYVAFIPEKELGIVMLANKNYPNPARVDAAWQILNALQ
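20 mM phosphate pH 7.0 + 0.01% (detergent screen) or 0.0001% Triton X-100; 5.3 nM AmpC reagent; cpd preinc 15 min RT; nitrocefin (800 uM stock) to start; A480 q20 s × 4 min; Activity was normalised to no-enzyme and no-compound control wells.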
AMA1 RON2 block: disrupts binding of P. falciparum AMA1 to RON2; AlphaScreen AMA1-biotinylated RON2 peptide binding; Potency, µM (titrated, usually from 58.2 µM), for inactives: at the highest dose activity change, negative = inhibition, actives largely listed as inhibitors; actives 0.2% (n = 360,000);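 further: potency means the concentration at half of the fitted maximal effect; 0% = vehicle wells and -100% = peptide control; nearly all actives have a fitted effect of over 45% in size; some results filed as inactive show a strong effect at the top dose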
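AMA1 (3D7) with his tag at 25 nM final met compounds first, then biotinylated RON2 peptide at 25 nM; detection used donor plus acceptor beads, 10 µg/mL apiece, read by AlphaScreen after 30 min at room temperature.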
LmPK inhibitor: LmPK (Leishmania mexicana) enzyme inhibition | Q27686 | purified LmPK, Kinase-Glo ATP luminescence, 1 h | Potency, µM (highest dose often 57.5 µM), inactives show at the highest dose activity change, negative = inhibition, hits mostly inhibitors | actives 0.37% (n = 290,000); further: potency means the concentration at half of the fitted maximal effect
Target sequence (Q27686 whole entry, looked up): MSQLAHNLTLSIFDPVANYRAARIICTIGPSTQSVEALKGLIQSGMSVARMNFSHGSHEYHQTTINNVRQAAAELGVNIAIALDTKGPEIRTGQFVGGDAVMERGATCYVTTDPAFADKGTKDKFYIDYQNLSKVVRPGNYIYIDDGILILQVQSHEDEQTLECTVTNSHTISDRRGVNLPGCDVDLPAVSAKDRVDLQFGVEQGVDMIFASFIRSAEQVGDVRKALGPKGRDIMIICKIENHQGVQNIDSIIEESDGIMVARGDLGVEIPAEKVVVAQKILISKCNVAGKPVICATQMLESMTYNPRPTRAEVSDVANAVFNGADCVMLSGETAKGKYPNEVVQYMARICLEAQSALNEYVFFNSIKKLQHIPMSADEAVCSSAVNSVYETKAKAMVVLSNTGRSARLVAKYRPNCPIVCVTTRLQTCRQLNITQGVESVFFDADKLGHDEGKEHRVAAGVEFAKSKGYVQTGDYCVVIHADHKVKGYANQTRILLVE
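ATP generated from ADP (0.1 mM) and PEP (0.5 mM) by 0.1 nM LmPK over 1 h at room temperature (pH 7.2 imidazole buffer) was detected by coupled luciferase luminescence. Values were normalized to uninhibited and no-enzyme wells.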
HCV inhibitor: HCV inhibition; Huh7.5.1 HCVcc-Cre infection, luciferase reporter, 44 h; Potency, µM (highest dose often 41.8 µM), for inactives: top-dose activity change, negative = inhibition, usual class: inhibitors; actives 3.4% (n = 340,000); AID 651820; further: potency means the concentration at half of the fitted maximal effect
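Reporter virus HCVcc-Cre (~0.5 moi) infects cells exposed to compound; seeding density 1,000 cells/well with 4 h settling beforehand. Luminescence, 15 sec read, taken 44 h post-infection following a 15 min RT substrate incubation.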
AmpC inh no detg: inhibitors of E. coli AmpC beta-lactamase without detergent. AmpC nitrocefin hydrolysis, absorbance 480 nm, 0.0001% Triton. actives 0.52% (n = 330,000). Potency, µM (doses to about 57.1 µM), for inactives: top-dose activity change, negative = inhibition, most hits filed as inhibitors;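 further: potency means the concentration at half of the fitted maximal effect; plate controls were no compound for no effect and no enzyme for full effect; nearly all actives have a fitted effect of over 20% in size; some results filed as inactive show a strong effect at the top dose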
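20 mM phosphate pH 7.0 + 0.01% (detergent screen) or 0.0001% Triton X-100; 5.3 nM AmpC reagent; cpd preinc 15 min RT; nitrocefin (800 uM stock) to start; A480 q20 s × 4 min; Activity was normalised to no-enzyme and no-compound control wells.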
Numbers without * were called inactive; ? = inconclusive; . = not tested or not shown; & = joins results of further samples; [ ] = dose if it differs, or a comment. Unless noted, the call rests on the fitted dose curve; in most records, active means well fitted curve in the direction sought with a large enough effect; inconclusive means small, poorly fitted or top-dose-only effect, or another doubt; inactive means no such curve, though single readings can be large; an effect the other way counts as inactive or inconclusive. Unless noted, on the % scale 0 is the no-effect control and ±100 the full control effect.

SMILES	Tb PYK inh	HCMV antiviral	AmpC inh detg	AMA1 RON2 block	LmPK inhibitor	HCV inhibitor	AmpC inh no detg
O=C(Cn1ccccc1=S)c1ccc(Cl)c(Cl)c1	-22%	?	.	0%	.	-7%	.
COC(=O)c1cc(=O)n(Cc2ccc(F)cc2)c(=NCc2ccc(F)cc2)s1	0%	36	?	3%	1%	17%	-11%
COc1ccc(-n2c(Cc3cccn3C)nnc2SCC(=O)NCCc2ccccc2)cc1	-2%	6	-10%	25%	-1%	.	79%[activator]
CCc1cc(=O)oc2c(C)c3c(cc12)CN(CCc1ccccc1OC)CO3	0%	-9	8%	.	.	.	.
O=[N+]([O-])c1ccc(NC2CCN(Cc3ccccc3)CC2)c2ccncc12	-2%	-32	?	-1%	-2%	?	-11%
COC(=O)[C@H]1C[C@H](OC(=O)NCc2ccco2)[C@@]2(O)CN(S(=O)(=O)c3ccc(C)cc3)CC2[C@H]1C(=O)OC (stereo partly drawn)	-10%	-15	.	2%	.	.	.
CCc1ccc2[nH]c(=O)c(CN(CCN(CC)CC)C(=O)Nc3ccccc3OC)cc2c1	-3%	-31	0%	-7%	0%	0%	59%
O=C(OCc1c(-c2ccccc2)ncc2ccccc12)c1ccc(Cl)cc1Cl	-1%	-1	-5%	0%	.	12%	-22%
C=CCn1c(SCC(=O)Nc2sccc2C(N)=O)nc2sc(CC)cc2c1=O	-7%	-78*	-1%	-3%	0%	11µM*	-6%
CN(/N=C/c1ccncc1)c1cnc2ccccc2n1	3%	67	-14%	20%	10%	-12%	18%
CC(C)C(=O)COc1c2occc2cc2ccc(=O)oc12	-8%	-11	.	7%	.	-17%	8%
Cc1ccc(-n2c(O)c(C=NCCN3CCNCC3)c(=O)[nH]c2=S)cc1	8%	-32	0%	77%[activator]	3%	4%	1%
CC(C)CCN1CCN(Cc2cc(F)ccc2-n2cccn2)CC1CCO (stereo not drawn)	2%	-6	3%	8%	-2%	8%	-15%
COC(=O)c1c(SC)nc2ccccc2c1OCc1ccc(Br)cc1	4%	-21	15%	.	.	.	.
COc1ccc(Cl)cc1-c1cc(C(=O)Nc2cc(OC)c(OC)c(OC)c2)[nH]n1	1%	5	.	-3%	.	.	.
O=c1ccc(S(=O)(=O)N2CCCC2)cn1Cc1ccc(Cl)cc1Cl	-1%	-34	?	-24%	.	6.3µM*	25%
COc1ccc(S(=O)(=O)N2CCN(CC(=O)N3CCOCC3)CC2)cc1OC	0%	4	.	-4%	.	1%	-2%
Cc1nnc(SCC(=O)Nc2nccs2)n1C(C)C	4%	30	-5%	-2%	-8%	1%	-17%
O=C(NCc1ccc(C(F)(F)F)cc1)c1cccc2c(-c3ccc(F)c(F)c3)coc12	-1%	2	.	13%	.	.	.
NC(c1csc(Nc2cnccn2)n1)C1CCCCC1 (stereo not drawn)	-3%	-68*	.	79%[activator]	.	.	.
C[C@H]1CN([C@@H](C)CO)C(=O)c2cccc(NC(=O)Nc3ccc(C(F)(F)F)cc3)c2O[C@H]1CN(C)C	-7%	8	.	0%	.	?	104%[activator]
O=C(CNC(=O)c1ccc(Br)o1)NCC(=O)OCc1ccccc1	-1%	-7	?	-20%	.	23%	-10%
Cc1cc(SCC#N)n2nc(C)c(-c3ccccc3)c2n1	-5%	-73*	-8%	-15%	1%	?	67%[activator]
CC(C)Cn1cnc2c(Sc3c([N+](=O)[O-])ncn3C)nc(N)nc21	-2%	22	.	0%	.	-4%	.
CCSc1nnc(SCC(=O)Nc2cc(C)on2)s1	5%	-8	.	0%	.	3%	-17%
O=C(Nc1ccc2nc3n(c(=O)c2c1)CCCCC3)C(=O)N1CCN(c2ccc(F)cc2)CC1	-27%	?	-8%	-4%	-7%	-16%	-13%
O=C(OCc1nc2ccsc2c(=O)[nH]1)c1ccc(Cl)nc1	-3%	62	-19%	1%	.	9%	?
CCCCCCCCCc1nc(N)n[nH]1	0%	-10	-12%	-13%	1%	19%	-16%
O=c1cc(CSc2ccc(Cl)cc2)[nH]c2[nH]n(-c3ccccc3)c(=O)c12	0%	-14	3%	-23%	0%	-10%	-52%
C[C@H](NC(=O)N1CCn2c1nc1ccccc12)C(=O)NCCc1ccccc1	4%	15	1%	92%[activator]	3%	12%	45%
CCC1CN(C(=O)Nc2ccccc2C(F)(F)F)c2ccccc2S1 (stereo not drawn)	5%[15.4 µM]	0	18%	.	.	.	.
O=C(c1ccc(F)cc1)N1CCCCC(Sc2nnc3ccccn23)C1=O (stereo not drawn)	2%	-6	-5%	-5%	4%	?	.
CCn1c(SCc2nc3ccccc3c(=O)[nH]2)nc2ccccc2c1=O	-4%	-29	0%	1%	-5%	?	3%
COc1ccc(CC(=O)N2CCNC2=O)cc1	-12%	8	3%	-2%	1%	7%	0%
Cc1ccc(NC(=O)/C=C/c2ccccc2Cl)cc1Cl	1%	25	4%	.	.	.	.
Cc1cccc(-n2ccc(=O)c(C(=O)Nc3ccc(S(=O)(=O)Nc4nccc(C)n4)cc3)n2)c1	3%	37	-4%	-6%	-16%	14%	-22%
Cc1cccc(NC(=O)Cn2nnc3ccccc32)c1	-3%	20	?	-2%	5%	17%	-9%
O=C(O)c1cc2c(cn1)[nH]c1ccccc12	2%	104	-5%	-91%	-6%	14%	-28%
Cc1ccc(-c2cc(C(=O)OCC(=O)NC3CC3)c3ccccc3n2)cc1	0%	13	1%	-6%	.	-22%	-2%
Cc1nn(C)c(C)c1S(=O)(=O)N1CCCC(C(=O)NC2CCCCC2)C1 (stereo not drawn)	-1%	34	-7%	19%	1%	3%	17%
O=C(COc1ccc2c(c1)OCO2)Nc1ccc(Cl)cn1	-10%	-2	5%	-3%	-2%	-12%	-13%
CC1(C)Cc2c(sc3nc(-c4ccccc4Cl)n(N)c(=O)c23)CO1	-4%	-16	0%	-5%	1%	?	4%
CC(=O)c1ccc(N2CCN(C(=O)c3noc4c3CSc3ccccc3-4)CC2)cc1	3%	0	-4%	3%	2%	-8%	-20%
CCN(CC(=O)Nc1ccccc1C(F)(F)F)C(=O)CSCC(=O)Nc1cc(C)on1	-6%	-22	0%	-12%	.	1%	-1%
CC[C@H]1OC(=O)[C@H](C)[C@@H](O[C@H]2C[C@@](C)(OC)[C@@H](O)[C@H](C)O2)[C@H](C)[C@@H](O[C@@H]2O[C@H](C)C[C@H](N(C)C)[C@H]2O)[C@](C)(O)C[C@@H](C)CN(C)[C@H](C)[C@@H](O)[C@]1(C)O	1%&0%	-11	.	0%	.	?	.
COc1ccc(C2=CC(=O)CC(C)(C)C2)cc1OC	-1%	2	-4%	4%	.	?	-5%
C=CC[C@H](CC(=O)NCCO)C(=O)NC[C@@H](OC(=O)[C@@H](CC=C)CC(=O)OC(C)(C)C)c1ccccc1	6%	-29	.	3%	.	-19%	250%[activator]
CSc1nc(C)c(C(=O)Nc2ccccc2)c(C)c1C#N	-3%	-22	-12%	8%	2%	-29%	-33%
CCOc1ccc(C2CC(=O)Nc3c2c(=O)[nH]c2ncnn32)cc1 (stereo not drawn)	7%	13	-2%	.	.	.	.
CCOc1cc2[nH]c(=S)n(CCN3CCCCC3CC)c(=O)c2cc1OCC (stereo not drawn)	7%	-38	-13%	107%[activator]	0%	-29%	-13%
COCCNC(=O)c1ccccc1NC(=O)Nc1ccccc1	-2%	14	-6%	-2%	?	3%	0%
CC(=O)N1CCN(Cc2nc3cc(NC(=O)c4ccc(Cl)cc4)ccc3n2C)CC1	0%	-80*	-7%	7%	6%	3.5µM*	68%[activator]
CC1(C(=O)O)CCN1C(=O)COc1ccc(Cl)cc1 (stereo not drawn)	2%	-3	.	6%	.	.	.
COc1cc(Cl)c(NC(=O)c2cc(S(=O)(=O)N3CCOCC3)cn2C)c(OC)c1	0%	14	6%	.	.	.	.
Cc1nc2nc(SCC(N)=O)[nH]c2cc1Br	-12%	1	-2%	21%	-3%	-4%	-22%
O=C(CSc1nnc(C2CC2)n1C1CC1)N1CCN(c2ccc(O)cc2)CC1	-16%	19	.	1%	.	.	.
CCc1nnc(NC(=O)CCNC(=O)c2ccco2)s1	3%	-16	-13%	-11%	-3%	25%	-5%
OC(COc1ccc(OCc2ccccc2)cc1)CN1CCOCC1 (stereo not drawn)	-8%	25	-6%	-29%	-12%	9%	99%[activator]
CCC(C)(C(=O)NC1CCCCC1)N(C(=O)c1ccccn1)c1ccc(C)cc1 (stereo not drawn)	?	-14	-3%	2%	4%	11%	37%
O=C(c1ccc(CSc2nc3ccncc3[nH]2)cc1)N1CCCCC1	-5%	10	-6%	-15%	-7%	1%[8.37 µM]	-5%

An excerpt from above in order of length of the SMILES, highest first:
SMILES	Tb PYK inh	HCMV antiviral	AmpC inh detg	AMA1 RON2 block	LmPK inhibitor	HCV inhibitor	AmpC inh no detg
CCc1ccc2[nH]c(=O)c(CN(CCN(CC)CC)C(=O)Nc3ccccc3OC)cc2c1	-3%	-31	0%	-7%	0%	0%	59%
COc1ccc(Cl)cc1-c1cc(C(=O)Nc2cc(OC)c(OC)c(OC)c2)[nH]n1	1%	5	.	-3%	.	.	.
CCc1cc(=O)oc2c(C)c3c(cc12)CN(CCc1ccccc1OC)CO3	0%	-9	8%	.	.	.	.

(next part)
SMILES	Tb PYK inh	HCMV antiviral	AmpC inh detg	AMA1 RON2 block	LmPK inhibitor	HCV inhibitor	AmpC inh no detg
CC(C)CCNC(=S)Nc1ccc2nc3n(c(=O)c2c1)CCCCC3	-8%	?	-1%	2%	4%	-17%	24%
O=C(Nc1ccc(N2CCN(C(=O)c3ccccc3)CC2)c(Cl)c1)c1cccnc1	5%	-71*	-13%	-10%	0%	11µM*	7%
Cc1ccc(SCC(=O)NCCCN2CCOCC2)cc1	-8%	-10	?	4%	-1%	13%	-13%
CC(C)OCCCn1c(SCC(=O)Nc2ccccc2C(F)(F)F)nc2nccnc2c1=O	0%	-35	?	-12%	0%	6%	31%
Cc1cccc(NC(=O)c2ccc3[nH]c(=O)c(=O)[nH]c3c2)n1	-23%	-1	-1%	10%	4%	33%[activator]	-14%
Cc1occc1C(=O)N1N=C(C2CC2)CC1(O)C(F)(F)F (stereo not drawn)	4%	37	-3%	31%[activator]	0%	9%	-32%

Structural class, the entries above with a nitro group on carbon (two)
SMILES	Tb PYK inh	HCMV antiviral	AmpC inh detg	AMA1 RON2 block	LmPK inhibitor	HCV inhibitor	AmpC inh no detg
O=[N+]([O-])c1ccc(NC2CCN(Cc3ccccc3)CC2)c2ccncc12	-2%	-32	?	-1%	-2%	?	-11%
CC(C)Cn1cnc2c(Sc3c([N+](=O)[O-])ncn3C)nc(N)nc21	-2%	22	.	0%	.	-4%	.

Assay outcomes from PubChem BioAssay.
